Screens as filed in PubChem.
SKN-1 inh – C. elegans SKN-1 inhibition | C. elegans VP596 Pgst-4::GFP/RFP ratio, acrylamide-induced, 24 h | inhibition, % at 21.8 µM | 360,000 tested, 0.49% active | AID 624304;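 active = interference check ratio from 0.5 to 1.5 plus GFP to RFP signal ratio inhibition reaching or exceeding a fixed threshold, cut at about 30% in these data, passing the limit was not always enough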; also: some compounds called inactive have numbers as strong as hits
NadD inh – NadD (S. aureus) enzyme inhibition. inhibition, % at 20 µM. 360,000 tested, 0.78% active. purified NadD enzyme, colorimetric absorbance read-out; in the data active = inhibition above about 26%; also: some compounds past the cut are filed as inactive
MT1-MMP act inh – MT1-MMP (human) activation inhibition; GFP/RFP ratio change, % at 20 µM; P50281; 360,000 tested, 0.061% active; HT1080 RFP-PRO-GFP cells, GFP/RFP ratio fluorescence, overnight; percent of plate control window, DMSO zero;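 active = GFP/RFP ratio change of at least 30% with cell ATP level not reduced by more than half and red fluorescence within 50% of control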; also: strong numbers were not always called active
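system = RFP-PRO-GFP reporter HT1080 cells | dosing = 20 µM single dose, 1% DMSO | timing = overnight cell settling, then overnight compound exposure, 37 °C, 5% CO2 | read-out basis = GFP/RFP fluorescence ratio | controls = DMSO and RFP-L50D-GFP cell wells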
FAS TE block – FAS thioesterase (human) inhibition; P49327; recombinant FAS-TE, OMFH fluorogenic substrate, fluorescence endpoint; inhibition, % at 15 µM; 360,000 tested, 0.67% active; AID 602261;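 active = compounds whose normalised, plate-corrected inhibition of enzyme fluorescence in the single-dose primary screen is 50% or more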;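 also: 0% = DMSO with enzyme and 100% = substrate without enzyme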
MLLE-PAM2 inh – inhibitors of microRNA-mediated deadenylation, human PABP1 MLLE binding. GST-MLLE / FITC-PAM2 fluorescence polarization. inhibition, % at 20 µM. 360,000 tested, 0.36% active. AID 588489; in the data active = inhibition above about 35%, passing the limit was not always enough;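 also: plate controls were DMSO wells with GST-MLLE for no effect and wells lacking GST-MLLE protein for full effect; some results filed as inactive read as strong as hits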
Rpn11 inh – Rpn11 (human) deubiquitinase inhibition. O00487. human 26S proteasome, Ub4-pepOG fluorescence polarization; 20S core pre-blocked with epoxomicin. calls only at 20 µM. 360,000 tested, 0.59% active;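 active = inhibition at 20 µM, scaled to each plate's controls, above about 33%, limit read from the data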
CSN deneddyl inh – blocks human CSN-mediated cullin deneddylation. Purified CSN, SCF-Nedd8-OG deneddylation, fluorescence polarization. inhibition, % at 12.5 µM. 360,000 tested, 0.38% active;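 active = pattern-corrected inhibition above about 35%, with an unprinted fluorescence ratio check between 0.5 and 1.5, limit read from the data, passing the limit was not always enough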;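 also: 0% = enzyme with substrate and 100% = substrate without enzyme; some results filed as inactive read as strong as hits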
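Assay system: HEK293T-derived human Csn5 enzyme; quantity: 0.24 nM enzyme; medium: Tris/NaCl/DTT buffer, pH 7.5; also added: substrate SCFSkp2-Nedd8OG, 10 nM; doses: 12.5 µM compound; schedule: 90 min reaction at room temperature; signal: FP; read-out: % inhibition of substrate cleavage by Csn5; benchmarks: substrate-only high control, full reaction low control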
Neddylation inh – cullin neddylation inhibition. P61081+Q13564. TR-FRET cullin neddylation, biochemical. calls only at 25 µM. 360,000 tested, 0.58% active; in the data active = inhibition above about 36%
Rin1-Abl PPI inh – inhibitors of human Rin1-Abl protein interaction; P00519+Q13671; TR-FRET Rin1/Abl binding, biochemical; inhibition, % at 7.35 µM; 360,000 tested, 0.4% active; AID 588664; in the data active = inhibition above about 5%, passing the limit was not always enough
Target sequence (P00519 whole entry, looked up): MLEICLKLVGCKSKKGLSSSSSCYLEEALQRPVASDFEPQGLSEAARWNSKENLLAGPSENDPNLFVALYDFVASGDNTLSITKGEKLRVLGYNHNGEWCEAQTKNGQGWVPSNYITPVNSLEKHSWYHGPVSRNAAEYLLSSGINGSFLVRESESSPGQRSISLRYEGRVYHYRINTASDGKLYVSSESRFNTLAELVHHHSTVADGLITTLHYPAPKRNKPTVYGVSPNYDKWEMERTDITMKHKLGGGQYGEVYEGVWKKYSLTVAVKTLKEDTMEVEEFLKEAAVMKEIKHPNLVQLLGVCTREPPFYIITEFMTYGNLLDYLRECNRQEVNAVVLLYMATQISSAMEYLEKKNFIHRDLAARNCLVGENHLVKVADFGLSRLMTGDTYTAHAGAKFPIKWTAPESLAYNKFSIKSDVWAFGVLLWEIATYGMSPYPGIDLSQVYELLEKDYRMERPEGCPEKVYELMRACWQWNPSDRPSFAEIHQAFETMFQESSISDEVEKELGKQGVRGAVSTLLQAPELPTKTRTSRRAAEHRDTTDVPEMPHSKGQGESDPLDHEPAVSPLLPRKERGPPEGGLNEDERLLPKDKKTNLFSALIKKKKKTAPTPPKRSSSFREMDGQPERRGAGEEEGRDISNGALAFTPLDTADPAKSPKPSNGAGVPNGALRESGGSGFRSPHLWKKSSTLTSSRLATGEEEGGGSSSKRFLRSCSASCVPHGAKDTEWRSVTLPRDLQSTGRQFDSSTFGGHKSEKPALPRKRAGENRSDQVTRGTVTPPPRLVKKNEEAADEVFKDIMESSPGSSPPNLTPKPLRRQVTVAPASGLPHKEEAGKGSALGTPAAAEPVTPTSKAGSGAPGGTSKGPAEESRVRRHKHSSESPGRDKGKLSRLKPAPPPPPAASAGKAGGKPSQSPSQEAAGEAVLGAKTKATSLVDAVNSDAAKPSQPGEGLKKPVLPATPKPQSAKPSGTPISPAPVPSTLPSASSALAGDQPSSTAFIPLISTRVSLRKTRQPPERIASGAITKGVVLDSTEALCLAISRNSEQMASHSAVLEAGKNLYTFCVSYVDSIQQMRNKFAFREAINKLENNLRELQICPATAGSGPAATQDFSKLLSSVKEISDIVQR
Target sequence (Q13671 whole entry, looked up): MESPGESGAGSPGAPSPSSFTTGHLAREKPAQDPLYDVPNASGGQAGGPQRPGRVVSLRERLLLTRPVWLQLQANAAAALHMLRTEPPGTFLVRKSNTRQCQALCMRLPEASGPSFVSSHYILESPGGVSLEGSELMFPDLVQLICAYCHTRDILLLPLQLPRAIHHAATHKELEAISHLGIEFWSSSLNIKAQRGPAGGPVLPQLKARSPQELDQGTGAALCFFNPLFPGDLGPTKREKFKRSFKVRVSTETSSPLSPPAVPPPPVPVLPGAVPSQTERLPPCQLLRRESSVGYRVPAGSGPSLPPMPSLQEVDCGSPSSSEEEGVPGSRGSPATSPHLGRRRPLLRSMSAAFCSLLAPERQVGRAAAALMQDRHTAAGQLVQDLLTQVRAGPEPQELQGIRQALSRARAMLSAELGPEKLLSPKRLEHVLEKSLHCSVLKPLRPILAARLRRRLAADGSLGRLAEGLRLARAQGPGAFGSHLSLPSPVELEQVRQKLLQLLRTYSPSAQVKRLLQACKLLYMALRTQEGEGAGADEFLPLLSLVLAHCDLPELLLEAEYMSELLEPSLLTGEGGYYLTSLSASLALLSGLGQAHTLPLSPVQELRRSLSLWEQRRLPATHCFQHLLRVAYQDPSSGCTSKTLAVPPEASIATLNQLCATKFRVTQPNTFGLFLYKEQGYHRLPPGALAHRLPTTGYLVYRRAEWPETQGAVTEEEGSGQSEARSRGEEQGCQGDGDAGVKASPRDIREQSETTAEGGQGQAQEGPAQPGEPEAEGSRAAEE
* marks the source's active call; other numbers are inactive results; i = inactive; / = no result given.

SMILES	SKN-1 inh	NadD inh	MT1-MMP act inh	FAS TE block	MLLE-PAM2 inh	Rpn11 inh	CSN deneddyl inh	Neddylation inh	Rin1-Abl PPI inh
Cc1ccc2[nH]c(C)c(CCNCc3ccco3)c2c1	11	-4	-3	-7	7	i	-2	i	-1
O=c1[nH]c(=S)n(-c2ccccc2F)c(O)c1C=NCCN1CCNCC1	18	-3	0	-4	9	i	2	i	-3
Clc1ccc2c(c1)C(c1ccccc1Cl)=NCc1nnc(N3CCN(CCSc4ccccc4)CC3)n1-2	-6	2	12	16	4	i	1	i	-1
COc1ccc(C2=CC(c3ccc(OC)c(OC)c3)c3c(c4ccccc4oc3=O)O2)cc1OC (centres undefined)	34	-7	-20	25	12	i	-3	i	0
CCOC(=O)[C@]12Cc3cc(OC)ccc3[C@H]1N(C1CCCCC1)C(=O)c1ccccc12	-3	8	-15	77*	/	/	3	i	/
COc1ccc(CC(C)NCCc2ccc(OC)c(OC)c2)cc1 (centres undefined)	1	-6	-2	-4	16	i	-1	i	0
C=CCn1c(O)c(C(CC)=Nc2cccc(C(=O)O)c2)c(=O)[nH]c1=O	6	-2	-4	-5	0	i	-2	i	-2
COc1cc2c(ccc3c4cc(OC)c(OC)cc4c[n+](C)c23)cc1O	-2	-1	20	-4	10	i	5	i	-6
CC(Cc1ccc(O)cc1)NCC(O)c1cc(O)cc(O)c1 (centres undefined)	-8	0	-1	2	9	i	-1	i	-2
Oc1cc(Cl)c(Cl)c(Cl)c1	11	3	-5	4	-4	i	2	i	1
COc1cc2c(cc1OC)C(C(=O)NCCC(C)C)C1CCCCN1C2=O (centres undefined)	-10	-4	6	-13	-6	i	2	i	1
Cc1c2cnn(CC(=O)N3CCC4(CC3)OCCO4)c(=O)c2c(C)n1Cc1ccccc1Cl	3	5	0	-8	-5	i	3	i	0
Cc1ccccc1OCCCn1cc(C(=O)C(=O)N2CCOCC2)c2ccccc21	-4	-8	0	15	-3	i	1	i	5
Cc1[nH]c2ccc(OC(F)(F)F)cc2c1CCNCc1cccc([N+](=O)[O-])c1	7	-8	-4	40	8	i	-1	i	-3
CCOC(=O)C1=C(N)OC2=C(C(=O)CCC2)C12C(=O)N(CC(N)=O)c1ccccc12 (centres undefined)	11	-15	2	-6	4	i	-2	i	2
OCC#CC[N+]1(CC#Cc2ccccc2)CCCC1	9	0	2	-4	18	i	4	i	-2
Cc1cc(C=C2C(=O)NC(=S)NC2=O)c(C)n1-c1ccc2c(c1)OCO2	1	25	-9	-4	-57	i	12	i	-1
C=C1[C@H]2CC[C@H]3[C@]4(C)C[C@H](O[C@@H]5OC(CO)[C@@H](OSOOO)[C@H](OS(=O)(=O)O)[C@H]5OC(=O)CC(C)C)C[C@@H](C(=O)O)[C@H]4CC[C@]3(C2)[C@H]1O (some centres undefined)	15	0	0	-4	11	i	5	i	5
O=c1c(C=NCCN2CCNCC2)c(O)n(C2CCCCC2)c(=O)n1C1CCCCC1	9	-4	-7	-9	2	i	-2	i	0
CCN(CC)C(=O)c1ccc(NC(=O)c2ccc(N3CCCC3=O)cc2)cc1	-14	2	2	-3	16	i	-2	i	4
O=c1c2ccccc2nc(-c2ccccc2Cl)n1-c1ccc(O)cc1	-8	-6	-3	2	-2	i	7	i	0
CC1=C(C(=O)Nc2ccccc2)S(=O)(=O)CCO1	-7	-5	-1	-7	-1	i	5	i	1
CCC(COC(=O)NC)NC(=O)Oc1ccccc1 (centres undefined)	13	-5	-4	-7	12	i	-3	i	1
CCOC(=O)[C@@H]1[C@H]2COc3ccc(Br)cc3[C@H]2N2C(=O)N(c3cccc(C)c3)C(=O)[C@]12C	0	-8	0	33	5	i	-2	i	2
CN(C)c1ccc(C=C2C(=O)NC(=S)NC2=O)cc1[N+](=O)[O-]	6	-4	5	-1	40*	i	-5	i	-4

An excerpt from above in order of molar mass, high to low:
SMILES	SKN-1 inh	NadD inh	MT1-MMP act inh	FAS TE block	MLLE-PAM2 inh	Rpn11 inh	CSN deneddyl inh	Neddylation inh	Rin1-Abl PPI inh
COc1ccc(C2=CC(c3ccc(OC)c(OC)c3)c3c(c4ccccc4oc3=O)O2)cc1OC (centres undefined)	34	-7	-20	25	12	i	-3	i	0
O=c1[nH]c(=S)n(-c2ccccc2F)c(O)c1C=NCCN1CCNCC1	18	-3	0	-4	9	i	2	i	-3
C=CCn1c(O)c(C(CC)=Nc2cccc(C(=O)O)c2)c(=O)[nH]c1=O	6	-2	-4	-5	0	i	-2	i	-2

(continued)
SMILES	SKN-1 inh	NadD inh	MT1-MMP act inh	FAS TE block	MLLE-PAM2 inh	Rpn11 inh	CSN deneddyl inh	Neddylation inh	Rin1-Abl PPI inh
CCN(CC)CCN=Cc1c(O)n(CCc2ccccc2)c(=O)[nH]c1=O	-3	8	-13	-8	-62	i	22	i	-4
COC(=O)C1=C(c2ccc(S(C)(=O)=O)cc2)C[C@@H]2CC[C@H]1N2C(=O)NCc1ccc(F)cc1	12	-1	-2	-6	6	i	1	i	3
CCCc1[nH]nc2c1C1(C(=O)N(CC(N)=O)c3ccccc31)C(C(=O)OC)=C(N)O2 (centres undefined)	-2	2	-1	-6	2	i	2	i	-2
FC(F)(F)c1ccc(NC2=NCCCS2)cc1	13	-3	1	-1	-17	i	4	i	-1
CC(C)(O)C(=O)Nc1ccc([N+](=O)[O-])c(C(F)(F)F)c1	1	2	0	8	8	i	1	i	2
COC(=O)c1ccccc1N=Cc1c(O)[nH]c(=O)[nH]c1=O	7	6	-6	-3	-2	i	-1	i	2
O=C1NC(=O)N(CCc2ccc(F)cc2)C(=O)/C1=C/C=C/c1ccccc1	-3	14	-19	-4	-40	i	6	i	3
CCOc1ccc(C2(C#N)CC[N+](C)(C)CC2)cc1	0	0	1	-6	-3	i	-2	i	5
O=C(Nc1ccc(Cl)cc1)Nc1nccs1	-29	0	5	2	12	i	1	i	-2
Cn1c(O)c(C(c2ccncc2)c2c(O)n(C)c(=S)n(C)c2=O)c(=O)n(C)c1=S	15	1	0	0	-2	i	0	i	0
N[C@@H]1CC[C@@]2(O)[C@H]3Cc4ccc(O)c5c4[C@@]2(CCN3CC2CC2)C1O5 (some centres undefined)	-3	-3	-2	-1	7	i	2	i	1
COc1ccc(-n2c(=O)[nH]c3ccccc3c2=O)c(OC)c1	5	1	-3	-6	-14	i	1	i	-4
CSc1nc2ccc(C)cc2c(=O)n1-c1cccnc1	-7	-3	1	-2	7	i	-1	i	3
COCCOC(=O)C1=C(N)OC(C)=C(C(=O)OC)C12C(=O)Nc1ccccc12 (centres undefined)	-2	2	-3	-6	-5	i	6	i	2
O=[N+]([O-])CCO	-7	4	1	-3	-9	i	-1	i	3
CCCN(CCC)C(=O)Cc1c(-c2ccc(Cl)cc2)nc2c(Cl)cc(Cl)cn12	1	1	0	6	4	i	-3	i	-2
CC(=O)Nc1ccccc1C(=O)OCC(=O)c1ccc2ccccc2c1	-1	-7	4	25	-1	i	4	i	-2
O=C1CC(=O)N(Cc2ccccc2)C(=O)N1CCCCCCN1C(=O)CC(=O)N(Cc2ccccc2)C1=O	19	9	-73	-2	-127	/	81*	i	-3
O=C(Nc1ccccc1Cl)OC1CN2CCC1CC2 (centres undefined)	3	0	-1	-3	0	i	1	i	0
Nc1nc(N)c2cnnn2n1	4	-3	-4	-6	-10	i	-2	i	2
CC(C)CNc1c2c(nc3ccccc13)CCC2	-2	-9	2	-4	5	i	0	i	-1
CCCc1nc2ccccc2c(=O)n1-c1ccc(OC)cc1	37*	4	-3	-1	-12	i	-1	i	3
CCCCn1c(O)c(C(C)=NCc2ccc(F)cc2)c(=O)[nH]c1=O	10	-3	3	5	-4	i	0	i	-1
CCSC(=O)N1CCCCCC1	-5	1	-2	-7	24	i	0	i	4
Cc1ccc(NP(=O)(Oc2ccccc2F)Oc2ccccc2F)cc1C	5	3	-12	32	-3	i	0	i	0

Filtered by structure, those above containing sulfur.
SMILES	SKN-1 inh	NadD inh	MT1-MMP act inh	FAS TE block	MLLE-PAM2 inh	Rpn11 inh	CSN deneddyl inh	Neddylation inh	Rin1-Abl PPI inh
O=c1[nH]c(=S)n(-c2ccccc2F)c(O)c1C=NCCN1CCNCC1	18	-3	0	-4	9	i	2	i	-3
Clc1ccc2c(c1)C(c1ccccc1Cl)=NCc1nnc(N3CCN(CCSc4ccccc4)CC3)n1-2	-6	2	12	16	4	i	1	i	-1
Cc1cc(C=C2C(=O)NC(=S)NC2=O)c(C)n1-c1ccc2c(c1)OCO2	1	25	-9	-4	-57	i	12	i	-1
C=C1[C@H]2CC[C@H]3[C@]4(C)C[C@H](O[C@@H]5OC(CO)[C@@H](OSOOO)[C@H](OS(=O)(=O)O)[C@H]5OC(=O)CC(C)C)C[C@@H](C(=O)O)[C@H]4CC[C@]3(C2)[C@H]1O (some centres undefined)	15	0	0	-4	11	i	5	i	5
CC1=C(C(=O)Nc2ccccc2)S(=O)(=O)CCO1	-7	-5	-1	-7	-1	i	5	i	1
CN(C)c1ccc(C=C2C(=O)NC(=S)NC2=O)cc1[N+](=O)[O-]	6	-4	5	-1	40*	i	-5	i	-4
COC(=O)C1=C(c2ccc(S(C)(=O)=O)cc2)C[C@@H]2CC[C@H]1N2C(=O)NCc1ccc(F)cc1	12	-1	-2	-6	6	i	1	i	3
FC(F)(F)c1ccc(NC2=NCCCS2)cc1	13	-3	1	-1	-17	i	4	i	-1
O=C(Nc1ccc(Cl)cc1)Nc1nccs1	-29	0	5	2	12	i	1	i	-2
Cn1c(O)c(C(c2ccncc2)c2c(O)n(C)c(=S)n(C)c2=O)c(=O)n(C)c1=S	15	1	0	0	-2	i	0	i	0
CSc1nc2ccc(C)cc2c(=O)n1-c1cccnc1	-7	-3	1	-2	7	i	-1	i	3
CCSC(=O)N1CCCCCC1	-5	1	-2	-7	24	i	0	i	4

(cont.)
SMILES	SKN-1 inh	NadD inh	MT1-MMP act inh	FAS TE block	MLLE-PAM2 inh	Rpn11 inh	CSN deneddyl inh	Neddylation inh	Rin1-Abl PPI inh
COc1cc(OC)c(OC)cc1CNCCc1ccc2c(c1)OCO2	2	-7	1	-5	9	i	0	i	0
CCOC(=O)[C@]12Cc3ccccc3[C@H]1N(Cc1ccccc1)C(=O)c1ccccc12	-5	-5	-1	35	0	i	-8	i	-1
OCCNCCc1c[nH]c2ccc(OCc3ccccc3)cc12	-9	-8	-2	-6	-15	i	1	i	-1
CN1/C(=C\C=C2C(=O)NC(=S)NC2=O)C(C)(C)c2ccccc21	25	4	-10	-147	-11	i	-105	i	-20
Cn1c(O)c(C(=O)c2ccccc2F)c(=O)n(C)c1=O	-16	3	-3	-8	13	i	-2	i	-1
NC(=O)Cn1cc(C(=O)c2ccccc2F)c2ccccc21	-3	-3	4	-3	6	i	1	i	-2
COc1ccccc1NC(=O)N1C[C@@H]2C[C@@H](C1)c1cccc(=O)n1C2	12	4	-1	-4	-7	i	6	i	0
C[C@]12CCC3C(CC[C@H]4C[C@@H](O)CC[C@]34C)C1CC[C@@H]2OC(=O)[C@H](N)CCCCN (some centres undefined)	5	-4	7	-2	12	i	0	i	1

Some of the compounds tested; count on the stated rates, not on these rows.
